KCNK3 block: human KCNK3 channel inhibition, primary screen; O14649; CHO-KCNK3 thallium flux, FluxOR fluorescence; active compounds read low; B-score at 10 µM; actives 0.84% (n = 340,000); AID 602410;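 active = B-score under library mean minus 4 SD, starting fluorescence ratio at most library mean plus 5 SD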;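 note: more negative B-score means stronger inhibition of thallium flux through KCNK3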
Target sequence (O14649 whole entry, looked up): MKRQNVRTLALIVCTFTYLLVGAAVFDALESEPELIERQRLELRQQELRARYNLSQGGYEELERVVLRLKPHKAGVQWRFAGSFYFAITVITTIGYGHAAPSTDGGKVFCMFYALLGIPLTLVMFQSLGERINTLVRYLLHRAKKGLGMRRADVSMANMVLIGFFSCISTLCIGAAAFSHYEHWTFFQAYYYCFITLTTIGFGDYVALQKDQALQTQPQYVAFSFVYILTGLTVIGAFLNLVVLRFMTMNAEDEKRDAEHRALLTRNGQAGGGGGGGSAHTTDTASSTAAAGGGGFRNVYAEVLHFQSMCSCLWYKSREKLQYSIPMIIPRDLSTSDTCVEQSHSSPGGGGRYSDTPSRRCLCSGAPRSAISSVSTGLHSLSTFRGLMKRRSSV
Calls only; i = inactive. These rows are one share of the data. The share of hits here may be higher or lower than overall.

KCNK3 block	Molecule
i	COc1ccc(NC(=O)[C@@H]2CCCN2S(=O)(=O)c2ccccc2F)cc1S(=O)(=O)N1CCCCC1
i	CCOc1ccc(COC(=O)C2CC(=O)N(CCc3ccccc3)C2)cc1OC (stereo not drawn)
i	Cc1ccc(NC(=O)COC(=O)C2CSC3(C)CCC(=O)N23)c(C)c1 (stereo not drawn)
i	O=C(Cc1c(F)cccc1Cl)NNC(=O)c1cccs1
i	O=P1(NC2CCCCC2)OCC2(CO1)COP(=O)(NC1CCCCC1)OC2 (stereo not drawn)
i	COc1ccc2[nH]c3c(c2c1)CCN1C(=O)C(CC(=O)NCc2cccc(C(F)(F)F)c2)C[C@H](C(=O)N2CCOCC2)[C@@]31C (stereo partly drawn)
i	Cc1noc(C)c1CSCC(=O)Nc1ccccc1N1CCCC1
i	CN(C)S(=O)(=O)c1cccc(NC(=O)CCNC(=O)Nc2ccccc2)c1
i	Cc1ccc(S(=O)(=O)N(C)CC(=O)NNC(=O)CCC(=O)c2ccc(F)cc2)cc1
i	CN(C)S(=O)(=O)c1ccc(C(=O)NC(=O)CSc2nnnn2C)cc1
i	O=C(NNC(=O)c1ccccc1F)c1ccc(S(=O)(=O)N2CCCC2)cc1
i	Cc1[nH]c2ccccc2c1C(=O)COC(=O)c1nccnc1N
i	COc1ccccc1C(=O)NCC(=O)NCCSc1ccc(Br)cc1
i	Cc1ccc(C(=O)COC(=O)COc2ccccc2O)cc1C
i	CC(=NNC(N)=O)C1=C(O)C(C(C)C)NC1=O (stereo not drawn)
i	COc1ccc(NS(=O)(=O)c2ccc(F)c(F)c2F)cc1S(=O)(=O)N1CCOCC1
i	COC(=O)[C@H](CCSC)NC(=O)Cn1cc(C)c(=O)[nH]c1=O
i	C(=Nc1ccccc1)c1ccc[nH]1
i	COc1cc(OC)c(C=CC(=O)c2ccccc2O)c(OC)c1
i	O=C(C[C@H]1C[C@H](C(=O)N2CCCCC2)[C@@]2(CCc3ccccc3)c3[nH]c4cc(-c5ccco5)ccc4c3CCN2C1=O)NCc1ccco1
i	N#Cc1cccc(NC(=O)c2ccc(S(=O)(=O)N3CCOCC3)cc2)c1
i	O=C(OCc1ccccc1)N1CCC2CC1c1c(-c3ccc(C(F)(F)F)cc3)cccc12 (stereo not drawn)
i	COc1ccccc1NC(=O)/C(N=Nc1ccc(C)c(S(=O)(=O)Nc2ccccc2Cl)c1)=C(\C)O
i	CC(C)(C)CCN1CCC(CN2CCNC(=O)C2=O)CC1
i	COc1ccccc1/C=C/C(=O)OCC(=O)NC(=O)NC1CCCC1
i	Cc1cc(C)c(S(=O)(=O)N2CCN(C(=O)c3cc(=O)[nH]c4ccccc34)CC2)c(C)c1
i	CC1CCCC(C)N1C(=O)COC(=O)CN1C(=O)c2ccccc2C1=O (stereo not drawn)
i	CC(=O)c1ccc(OCCCC(=O)Nc2ccc3c(c2)OCCO3)cc1
i	O=C(Nc1cccc(C(=O)N2CCCC2)c1)C1CC1
i	CCCN(CCC)S(=O)(=O)c1cc2c(cc1Br)CCN2C(=O)CC
i	CC(=O)C(CC(=O)N1CCCC1)C(=O)Nc1ccc(Cl)cc1 (stereo not drawn)
i	Cc1cccc(NC(=O)c2cccc(S(=O)(=O)N(C)c3ccccc3)c2)n1
i	O=C(Cc1ccccc1F)Nc1ccc(S(=O)(=O)N2CCCC2)cc1
i	O=C(Cc1ccccc1)N[C@@H]1c2ccccc2CC[C@@H]1OCc1ccccc1
i	CCCc1cc(CN2CCOCC2)c(O)c(CN2CCOCC2)c1O
i	O=C(COC(=O)c1ccc2ncsc2c1)NCc1ccc(F)cc1
i	N#Cc1ccccc1OCC(=O)NNC(=O)CNC(=O)c1ccc(Br)o1
i	CCOC(=O)C1CCN(C(=O)COC(=O)CNC(=O)c2ccc(C(C)(C)C)cc2)CC1
i	Cc1ccc([C@H]2C(C(=O)O)=C[C@@H](C(C)(C)C)N2S(=O)(=O)c2ccc(C)cc2)cc1
i	CC(C(=O)N(C)CC(=O)Nc1ccccc1C(F)(F)F)N1C(=O)c2ccccc2C1=O (stereo not drawn)
i	CN(C)c1ccc(C=Cc2cnccn2)cc1
i	O=C(CCCOc1ccccc1)Nc1cccc(S(=O)(=O)N2CCOCC2)c1
i	COc1cc(C)ccc1OCC(=O)OCC(=O)NCC1CCCCC1
i	CN(C(=O)c1ccc(F)cc1)c1ccc(OCC(=O)Nc2ccccc2C(=O)O)cc1
i	CSc1ccccc1NC(=O)CN(C)C(=O)CNc1ccc(C(F)(F)F)cc1[N+](=O)[O-]

Quoted at random: 2 entries already listed
KCNK3 block	Molecule
i	O=C(Cc1ccccc1)N[C@@H]1c2ccccc2CC[C@@H]1OCc1ccccc1
i	N#Cc1ccccc1OCC(=O)NNC(=O)CNC(=O)c1ccc(Br)o1

Remaining list, next part:
KCNK3 block	Molecule
i	Cc1nc(SCC(=O)NC2CCCCC2C)nc(C)c1C (stereo not drawn)
i	Cc1ccc(NC(=O)CN2CCOCC2)cc1S(=O)(=O)N1CCCCC1
i	COc1ccccc1NS(=O)(=O)c1cccc(C(=O)NNC(=O)c2ccc(NC(C)=O)cc2)c1
i	Cc1ccccc1S(=O)(=O)N1C[C@H]2CON(C)[C@H]2C[C@H]1c1cccc(-c2ccc(C#N)cc2)c1
i	CC(C)(C)CC(=O)N1CCN(c2ccc(S(=O)(=O)N3CCOCC3)cc2[N+](=O)[O-])CC1
i	Cc1ccc(NC(=O)c2ncn(CC(=O)NCc3ccc4[nH]ccc4c3)n2)cc1C
i	Cc1cc(Br)ccc1NC(=O)CN(C)C(=O)c1ccc2ccccc2n1
i	N#Cc1ccccc1OCC(=O)NC(=O)NC1CCS(=O)(=O)C1 (stereo not drawn)
i	CCOc1cc(N2CCOCC2)c(OCC)cc1NC(=O)COC(=O)c1ccc(Cl)nc1
i	COc1ccc(S(=O)(=O)N2CCCCC2)cc1NC(=O)CNc1ccccc1N1CCCC1=O
i	COc1ccc(OC)c(NC(=O)COC(=O)c2n[nH]c3ccccc23)c1
i	O=C(Nc1cccc(S(=O)(=O)N2CCCCC2)c1)C1COc2ccccc2O1 (stereo not drawn)
i	O=[N+]([O-])c1ccc(COc2ccc(CN3CCOCC3)cc2)cc1
i	O=C(COc1cccnc1[N+](=O)[O-])Nc1ccc(Cl)cc1F
i	CN(CC(=O)Nc1ccc(F)cc1)C(=O)COC(=O)c1ccc(=O)n(Cc2ccccc2)n1
i	CC(=O)c1ccc([N+](=O)[O-])cc1
i	C[C@H](CCCC/C=C/C(=O)O)O[C@@H]1O[C@@H](C)[C@H](O)C[C@H]1O
i	Cc1ccc2nc(Cl)cc(=O)n2c1
i	CCC(CC)CN1CCC(CN2C(=S)NC[C@@H]2CC(C)C)CC1
i	CCOC(=O)C1=CC(=O)CC(C)(C)O1
i	O=C(Oc1ccc(Cl)c(Cl)c1)C1=CC=CN2CCS(=O)(=O)N=C12
i	O=C(NCc1ccco1)Nc1cccc(-c2ccccc2)c1
i	CC(=O)c1cccc([N+](=O)[O-])c1
i	N#Cc1ccccc1OCC(=O)Nc1cccc(S(=O)(=O)N2CCCC2)c1
i	CSc1nc(N)nc2c1ncn2CC(=O)Nc1ccc(C)c(C)c1
i	Cc1ccc(NC(=O)CN(C)C(=O)Cn2nnc(-c3ccccc3C)n2)cc1
i	CC(C)n1nnnc1SCC(=O)N1CCN(Cc2ccc3c(c2)OCCO3)CC1
i	CC1CN(S(=O)(=O)c2cccc(C(=O)NCCc3ccc(S(N)(=O)=O)cc3)c2)CC(C)O1 (stereo not drawn)
i	COc1cc(/C=C/C(=O)Nc2ccc(OC)c(S(=O)(=O)N3CCOCC3)c2)ccc1OCC#N
i	Cc1ccc(NC(=O)C/C(N)=N/OC(=O)Nc2cccc(Cl)c2)cc1

Structures above with a COOH group, in the order listed:
KCNK3 block	Molecule
i	Cc1ccc([C@H]2C(C(=O)O)=C[C@@H](C(C)(C)C)N2S(=O)(=O)c2ccc(C)cc2)cc1
i	CN(C(=O)c1ccc(F)cc1)c1ccc(OCC(=O)Nc2ccccc2C(=O)O)cc1
i	C[C@H](CCCC/C=C/C(=O)O)O[C@@H]1O[C@@H](C)[C@H](O)C[C@H]1O

Continuation:
KCNK3 block	Molecule
i	COc1ccc2c(=O)c3c(=O)n(CCc4ccccc4)c(C)nc3oc2c1
i	O=C(CNC(=O)c1cccc(N2C(=O)c3ccccc3C2=O)c1)Nc1ccc(F)c(F)c1
i	COc1ccccc1OCCC(=O)Nc1ccc2c(c1)OCO2
i	CCOC(=O)Cc1csc(NC(=O)c2cc(-c3ccncc3)nc3ccccc23)n1
i	CCOC(=O)C1=C(COC(=O)C2CC(=O)N(c3ccc(CC)cc3)C2)NC(=O)NC1C (stereo not drawn)
i	O=C(COC(=O)c1cc(=O)[nH]c2ccccc12)NCCc1ccccc1
i	Cc1ccc(C(=O)NCC(=O)Nc2ccc(Cl)cc2)s1
i	Cc1cccc(NC(=O)CSc2nc3ccccc3c(=O)n2CC2CCCO2)c1 (stereo not drawn)
i	CC(NS(=O)(=O)c1cccc(C(=O)O)c1)C12CC3CC(CC(C3)C1)C2 (stereo not drawn)
i	CC1CN(C(=O)c2ccc([N+](=O)[O-])s2)CC(C)O1 (stereo not drawn)
i	CN(C(=O)c1cccc(NC(=O)Cc2cccc(NC(=O)C3CCCN(C(=O)c4ccccc4)C3)c2)c1)C1CCC1 (stereo not drawn)
i	CC(C)(O)C#Cc1ccc(CNC[C@H]2O[C@@H](n3cnc4c(N)ncnc43)[C@H](O)[C@@H]2O)s1
i	N#Cc1ccc(S(=O)(=O)N2CCN(C(=O)C3CC(=O)N(c4ccc5c(c4)OCCO5)C3)CC2)cc1 (stereo not drawn)
i	NC(=O)c1ccc(NC(=O)CCCN2C(=O)NC3(CCCC3)C2=O)cc1
i	O=C(Nc1cccc(C(=O)N2CCCCC2)c1)C1CCC1
i	Cc1cc(NC(=O)CN2C(=O)NC(C)(c3ccccc3Cl)C2=O)no1 (stereo not drawn)
i	COc1ccccc1-c1csc2ncnc(Sc3nnnn3C)c12
i	Cc1ccc(CNC(=O)c2ccc(Cl)c(S(=O)(=O)N3CCCCC3)c2)cc1
i	C#CCOCCOCCOCCNc1nc(N2CCN(C(=O)[C@H](CCCN=C(N)N)n3cc(C(N)[C@@H](C)CC)nn3)CC2)nc(N2CCN(C(=O)[C@H](CCC(=O)O)n3cc([C@@H](N)CO)nn3)CC2)n1 (stereo partly drawn)
i	COc1ccc(S(=O)(=O)N2CCOCC2)cc1NC(=O)CCc1cc(OC)c(OC)c(OC)c1
i	O=C(OC1CCOC1=O)C1CCN(S(=O)(=O)c2ccccc2)CC1 (stereo not drawn)
i	CCCN=C1N(C)C[C@@H]2[C@@H]3C(=O)N(Cc4ccccc4)C(=O)[C@@H]3[C@](Cc3ccccc3)(C(=O)OC)N12
i	Nc1ncnc2c1ncn2[C@H]1CC[C@@H](CO)O1
i	O=C(Cn1cnc2c(OCc3ccccc3)ncnc21)NCc1ccccn1
i	O=C(NCc1ccc(F)cc1)c1cccc(S(=O)(=O)N2CCOCC2)c1
i	Cc1nc(SCC(=O)Nc2c(C)n(C)n(-c3ccccc3)c2=O)c(C#N)c(C)c1C
i	CN(CCc1ccccc1)C(=O)c1ccc(NC(=O)Cc2cccc(NC(=O)C3CCN(C(=O)c4ccccc4)CC3)c2)cc1
i	O=C(Cc1ccc(NC(=O)C2CCCN(C(=O)C3CCCCC3)C2)cc1)Nc1ccc(C(=O)N2CCOCC2)cc1 (stereo not drawn)
i	O=S(=O)(Nc1cc(S(=O)(=O)N2CCOCC2)ccc1O)c1ccc2c(c1)OCCCO2
i	CCCCN(C(=O)CSc1ncnc2sccc12)c1c(N)n(Cc2ccccc2)c(=O)[nH]c1=O

Part of the list above, reformatted.
Molecule: O=S(=O)(Nc1cc(S(=O)(=O)N2CCOCC2)ccc1O)c1ccc2c(c1)OCCCO2
  KCNK3 block: i
Molecule: Cc1nc(SCC(=O)Nc2c(C)n(C)n(-c3ccccc3)c2=O)c(C#N)c(C)c1C
  KCNK3 block: i
Molecule: Cc1ccc(CNC(=O)c2ccc(Cl)c(S(=O)(=O)N3CCCCC3)c2)cc1
  KCNK3 block: i
Molecule: O=C(Cc1ccc(NC(=O)C2CCCN(C(=O)C3CCCCC3)C2)cc1)Nc1ccc(C(=O)N2CCOCC2)cc1 (stereo not drawn)
  KCNK3 block: i

More entries follow.
KCNK3 block	Molecule
i	O=C(CSc1nnc(Nc2ccccc2)s1)NC1CC1
i	O=S(=O)(c1ccc(SCCOc2ccc(F)cc2)nc1)N1CCCC1
i	CCN(CC)c1ccc(C(=O)NNC(=O)CNC(=O)c2cccs2)cc1
i	CC1CC1C(=O)N(C)CC(=O)Nc1ccccc1Br (stereo not drawn)
i	O=C(COC(=O)C1CCN(S(=O)(=O)c2ccccc2)CC1)NCCc1ccccc1
i	COc1ccc(CN(C2CC2)S(=O)(=O)c2ccccc2Br)cc1
i	COc1ccccc1OCCC(=O)NNC(=O)c1ccccc1F
i	CCN(CC(=O)Nc1ccc(OC)cc1)C(=O)Cc1ccc(OC)c(S(=O)(=O)N2CCOCC2)c1
i	CC[C@]12c3[nH]c4ccc(OC)cc4c3CCN1C(=O)C(CC(=O)NCCCn1ccnc1)C[C@@H]2C(=O)N1CCN(C(=O)c2ccco2)CC1 (stereo partly drawn)
i	COc1ccc(NC(=O)c2cc(S(=O)(=O)N3CCCCC3)ccc2C)cc1S(=O)(=O)N1CCOCC1
i	Cc1[nH]c(C)c2c(=O)n(Cc3ccccc3Cl)ncc12
i	CN(C)CC1CCC/C(=C\c2ccc(OC(=O)c3ccc(Cl)cc3)cc2)C1=O (stereo not drawn)
i	Cc1csc(=O)n1CC(=O)OCC(=O)NC(C)c1ccc(F)cc1 (stereo not drawn)
i	CC(C)Cn1nc(C(=O)Nc2nnc(C3CC3)s2)c2ccccc2c1=O
i	Nc1ccc2c(c1)C(=Cc1cccnc1)c1ccccc1-2
i	Cc1ccc(S(=O)(=O)N2CCC3CC2c2cc(Cl)ccc23)cc1 (stereo not drawn)
i	COc1ccc(NC(=O)c2cc([N+](=O)[O-])ccc2N2CCCCC2)cc1OC
i	C=CC[C@@H](CC(=O)N[C@H](CO)Cc1ccccc1)C(=O)N[C@@H](COC(=O)[C@@H](CC=C)Cc1ccc(F)cc1)Cc1ccccc1
